# TRPC4 block – inhibitors of mouse TRPC4 channel; Q9QUQ5; HEK293 TRPC4beta/mu-opioid, DAMGO-evoked Fluo4 calcium flux; hits give low values; B-score at 10 µM; 300,000 tested, 0.39% active;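 active = B-score over 3 SD under the library average, no early fluorescence shift, positive overall ratio signal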
#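 Material: HEK293 cells with stable TRPC4beta plus mu-opioid receptor expression / Probe or stimulus: DAMGO in two steps, submaximal then maximal / Compound: single concentration per test compound / Technique: kinetic Fluo4 fluorescence imaging of calcium influx / Read-out: per-well B score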
# MrgX1 PAM – allosterically activates human MrgX1 receptor signaling. Q96LB2. MrgX1-HEK293, Fluo-4 calcium flux, FDSS; hits give high values. B-score at 10 µM. 310,000 tested, 0.63% active. AID 588675;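 active = plate-corrected calcium response at least 3 library SD above typical, normal starting fluorescence, not activating the receptor alone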;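 note: compound read alongside a low EC10 to EC30 dose of BAM8-22 agonist; peak minus trough fluorescence over baseline measured at the second addition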
# Target sequence (Q96LB2 whole entry, looked up): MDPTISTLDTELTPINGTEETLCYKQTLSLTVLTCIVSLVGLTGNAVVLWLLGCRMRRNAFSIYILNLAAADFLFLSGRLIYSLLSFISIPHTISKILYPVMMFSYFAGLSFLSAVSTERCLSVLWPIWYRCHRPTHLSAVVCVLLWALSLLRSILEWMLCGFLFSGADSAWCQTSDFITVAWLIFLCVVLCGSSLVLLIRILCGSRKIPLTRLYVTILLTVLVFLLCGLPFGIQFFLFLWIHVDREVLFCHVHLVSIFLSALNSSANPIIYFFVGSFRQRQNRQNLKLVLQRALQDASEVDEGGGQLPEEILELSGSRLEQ
# TRPC4 act – activators of mouse TRPC4 channel; Q9QUQ5; HEK293 TRPC4beta/mu-opioid, Fluo4 calcium fluorescence; hits give high values; B-score at 10 µM; 310,000 tested, 0.49% active;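 active = B-score above 5 SD of library B-scores, and initial fluorescence ratio not above library mean plus 5 SD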;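 note: positive B-score marks a calcium rise read as TRPC4 activation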
#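 System: HEK293 cells stably co-expressing mouse TRPC4beta and mu-opioid receptor; Schedule: Fluo4 dye loading 45 min at room temperature, 110 s recording; Detection: Fluo4 fluorescence, kinetic; Evaluation: B-scored integrated calcium fluorescence ratio; Controls: buffer (low) and maximal DAMGO (high).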
# MrgX1 antag – blocks BAM8-22 activation of human MrgX1 receptor | Q96LB2 | MRGX1-HEK293 calcium flux, Fluo-4, BAM8-22 antagonism; hits give low values | B-score at 10 µM | 310,000 tested, 1.3% active;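 active = calcium-response B-score plate-corrected more than 3 library SD below zero, starting fluorescence within 5 deviations, no agonist response on first addition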;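 note: peak minus trough fluorescence over baseline after final BAM8-22 challenge near maximal dose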
# ANO1 activ – activates or potentiates the mouse TMEM16A chloride channel; Q8BHY3; HEK293 TMEM16A/YFP-H148Q/I152L, iodide quench fluorescence; hits give low values; B-score at 10 µM; 340,000 tested, 0.3% active; AID 623877;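 active = fluorescence-ratio B-score plate-corrected deviation score at least 3 library SD below zero, with starting fluorescence score within 5 deviations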;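 note: channel opened by trigger with iodide after compound preincubation; score built on the fluorescence ratio of max minus min over baseline; more negative score means more quench and so TMEM16A activation or potentiation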
# TRPC4 PAM – TRPC4 (mouse) allosteric potentiation; HEK293 TRPC4beta/mu-opioid, DAMGO EC20, Fluo-4 Ca2+ flux; hits give high values; Q9QUQ5; 310,000 tested, 0.42% active; B-score at 10 µM;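 active = B-score of calcium response area above 5 SD of library B-scores, with initial fluorescence ratio within 5 SD of library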;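 note: B-score of integrated fluorescence ratio over time as area under calcium response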
# TRPC6 inh – inhibitors of mouse TRPC6 channel; HEK293-TRPC6, membrane potential dye, ACh-evoked depolarization; hits give low values; Q61143; AID 2553; B-score at 10 µM; 310,000 tested, 1.1% active;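 active = B-score under library mean minus 3 SD, initial fluorescence not abnormally high, positive integrated signal ratio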;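 note: B-score derived from integrated fluorescence ratio over the kinetic read; more negative B-score means stronger inhibition of depolarization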
# TMEM16A inh – inhibitors of mouse TMEM16A calcium-activated chloride channel. normalized B-score (activity score, 25-100; higher = stronger inhibition) at 10 µM. 310,000 tested, 1.2% active. AID 588511. Q8BHY3. HEK293 TMEM16A/YFP iodide influx fluorescence, ionomycin;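 active = ratio plate-corrected score three or more library SD toward inhibition, starting fluorescence score within five deviations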;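 note: score derived from kinetic fluorescence span divided by baseline fluorescence per well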
# TRPC6 activator – activates the mouse TRPC6 cation channel | Q61143 | HEK293-TRPC6 membrane potential dye fluorescence; hits give high values | B-score at 10 µM | 310,000 tested, 0.13% active | AID 2550;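 active = B-score of the integrated fluorescence ratio above library mean plus 3 SD, and starting fluorescence ratio within library mean plus 5 SD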;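 note: higher score means more depolarization so channel activation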
# SKKanGAS inh – inhibitors of SKKanGAS S. pyogenes growth in kanamycin (SK-promoter or general growth effect); 300,000 tested, 1.3% active; BacTiter-Glo, 6 h; inhibition, % at 7.5 µM;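 active = mean replicate score, as percent of positive control median, at least 50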;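 note: strain carries kanamycin resistance gene driven by streptokinase promoter and grows in 40 µg/ml kanamycin; loss of luminescence reflects streptokinase promoter inhibition or plain growth inhibition; 0% = median of DMSO wells and 100% = positive control at its reference dose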
# MrgX1 ag – activates human MrgX1 receptor signaling. Q96LB2. 310,000 tested, 0.44% active. MrgX1-HEK293 cells, Fluo-4 calcium fluorescence, agonist mode; hits give high values. B-score at 10 µM. AID 588627;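 active = calcium response B-score plate-corrected fluorescence ratio at least 3 library SD, with starting fluorescence B-score inside 5 SD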
#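 Test system: HEK293 cells stably expressing human MrgX1 receptor; Input: fifteen thousand cells per well; Dosing: compound delivered in addition one of three; Schedule: overnight seeding, then 1 h dark dye loading; Technique: Fluo-4 NW calcium fluorescence; Measure: B-scored fluorescence response ratio; Controls: positive and negative controls per plate.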
# * hit, by the source's call; i = inactive; · = not tested or not shown.
molecule | TRPC4 block | MrgX1 PAM | TRPC4 act | MrgX1 antag | ANO1 activ | TRPC4 PAM | TRPC6 inh | TMEM16A inh | TRPC6 activator | SKKanGAS inh | MrgX1 ag
COc1ccc(CCN(C)C(=O)c2c(C)nn(-c3ccccc3)c2C)cc1OC | i | i | i | i | i | i | i | i | i | 2 | i
Cc1cc(OCC(=O)Nc2cccnc2)c2c(C)cc(=O)oc2c1 | i | i | i | i | i | i | i | i | i | -3 | i
COc1cccc(C(=O)Nc2ccc3nc4n(c(=O)c3c2)CCCC4)c1 | i | i | i | i | i | i | i | i | i | -1 | i
O=C(N/N=C/C=C/c1ccc([N+](=O)[O-])cc1)c1cccs1 | i | i | i | i | i | i | i | i | i | 2 | i
CCOC(=O)Cc1[nH]nc2c1C(c1ccsc1)C(C#N)=C(N)O2 (stereo not given) | i | i | i | i | i | i | i | i | i | -5 | i
COc1cccc(C2c3[nH]c4ccccc4c3C[C@H]3C(=O)N(c4ccccc4C(=O)N4CCC(C(=O)O)CC4)C(=O)N23)c1 (stereo not given in full) | i | i | i | i | i | i | i | i | i | 14 | i
CCOC(=O)N1CCN(S(=O)(=O)c2cc3c(cc2C)NC(=O)CO3)CC1 | i | i | i | i | i | i | i | i | i | -2 | i
O=C1NN=C(c2ccc(Cl)cc2)CC1c1cccc(Br)c1 (stereo not given) | i | i | i | i | i | i | i | i | i | -5 | i
Cc1ccc(C(=O)N/C(N)=N/c2nc3ccccc3o2)cc1 | i | i | i | i | i | i | i | i | i | 7 | i
CN(CC(=O)Nc1ccccc1Cl)C(=O)Cn1nnc(-c2ccc(F)cc2)n1 | i | i | i | i | i | i | i | i | i | -7 | i
N#CCCCn1c(-c2ccccc2)noc1=O | i | i | i | i | i | i | i | i | i | 2 | i
COc1ccc(NS(=O)(=O)c2ccc(NC(C)=O)cc2)c(OC)c1 | i | i | i | i | i | i | i | i | i | -4 | i
O=C1NC(c2ccccc2)=NC1(NS(=O)(=O)c1ccc(Cl)cc1)C(F)(F)F (stereo not given) | i | i | i | i | i | i | i | i | i | -8 | i
CCCC(=O)n1nc(-c2ccc(C)cc2)nc1NCc1ccco1 | i | i | i | i | i | i | i | i | i | -3 | i
Cc1cc(C)cc(N(CC(=O)NC(C)C)C(=O)CCC(=O)Nc2ccccn2)c1 | i | i | i | i | i | i | i | i | i | 6 | i
C/C(=C\C(=O)c1ccccc1)NNC(=O)c1ccc(Cl)cc1 | i | i | i | i | i | i | i | i | i | 4 | i
COCc1cc(C)nc(OCC(=O)N/N=C/c2ccc(O)cc2)c1C#N | i | i | i | i | i | i | i | i | i | -11 | i
Brc1ccc(CSc2ncn[nH]2)cc1 | i | i | i | i | i | i | i | i | i | 1 | i
O=C(C1=C(O)C(=O)N(CCCn2ccnc2)C1c1cccc(Br)c1)c1ccco1 (stereo not given) | i | i | i | i | i | i | i | i | i | -13 | i
COc1ccc(NS(=O)(=O)c2cccc(C(=O)NCC(c3ccc(OC)cc3)N3CCCC3)c2)cc1 (stereo not given) | i | i | i | i | i | i | i | i | i | -6 | i
O=C(c1ccc(NS(=O)(=O)c2ccc3[nH]c(=O)[nH]c3c2)cc1)N1CCCC(C(F)(F)F)C1 (stereo not given) | i | i | i | i | i | i | i | i | i | -3 | i
Cc1nc(SCc2ccc(F)cc2)c([N+](=O)[O-])[nH]1 | i | i | i | i | i | i | i | i | i | -7 | i
COc1ccc(NC(=O)Cc2nnc(SCC(=O)NC3CCCCC3C)n2C)cc1 (stereo not given) | i | i | i | i | i | i | i | i | i | 0 | i
CC(=O)Cc1nsc(NC(=O)c2ccc(-c3ccccc3Cl)o2)n1 | i | 26* | i | i | i | i | i | i | i | 14 | i
COc1ccc(OC)c(C2C(C(=O)c3ccco3)=C(O)C(=O)N2Cc2cccnc2)c1 (stereo not given) | i | i | i | i | i | i | i | i | i | 3 | i
Cc1c(C(=O)N2CCN(Cc3ccccc3)CC2)oc2c1C(=O)CC(C)(C)C2 | i | i | i | i | i | i | i | i | i | -9 | i
CCCn1nnc(NC(=O)c2ccc(Cl)cc2Cl)n1 | i | i | i | i | i | i | i | i | i | 0 | i
COc1ccc(NC(=O)CN(C)CC(=O)Nc2cccc(C(C)=O)c2)cc1 | i | i | i | i | i | i | i | i | i | -5 | i
O=C(O)C1CCCCN1S(=O)(=O)c1cccc2nsnc12 (stereo not given) | i | i | i | i | i | i | i | i | i | -2 | i
CCCCCCC12CCC(C(=O)O)(CC1)CC2 | i | i | i | i | · | i | i | i | i | 5 | i
O=C(O)CCc1ccc(-c2cccs2)n1NC(=O)c1ccccc1Br | i | i | i | i | i | i | i | i | i | 0 | i
Cc1noc(C)c1C(=O)Nc1ccc2c(c1)CCC2 | i | i | i | i | i | i | i | i | i | -1 | i
COc1ccc(C(=O)O/N=C(/c2cccs2)C(C)(C)C)cc1 | i | i | i | i | i | i | i | i | i | -3 | i
C=CC[C@@]12C=C(OC)C(=O)C(OC)=C1O[C@H](c1ccc3c(c1)OCO3)[C@H]2C | i | i | i | i | i | i | i | i | i | 1 | i
O=c1[nH]c2ccccc2c(O)c1O | i | i | i | i | i | i | i | i | i | 2 | i
CCOc1ccc(-c2cc(C(=O)N3CCCC3)c3ccccc3n2)cc1 | i | i | i | i | i | i | i | i | i | -1 | i
CCOC(=O)N1CCN(c2c(NCCCN(CC)c3cccc(C)c3)c(=O)c2=O)CC1 | i | i | i | i | i | i | i | i | i | 8 | i
Cc1ccccc1CSc1nccn1-c1ccccc1 | i | i | i | i | i | i | i | i | i | 10 | i
COc1ccc(N2CC(C(=O)Nc3ccccc3N3CCCC3)CC2=O)c(OC)c1 (stereo not given) | i | i | i | -5.8* | i | i | i | i | i | -11 | i
COc1ccc(CC(=O)N(CCC2=CCCCC2)c2c(N)n(Cc3ccccc3)c(=O)[nH]c2=O)cc1OC | i | i | i | i | i | i | i | i | i | 9 | i
COc1cccc(OCC(=O)Nc2ccccc2NC(C)=O)c1 | i | i | i | i | i | i | i | i | i | -24 | i
CSc1nc(-c2ccco2)nn1C(=O)c1ccco1 | i | i | i | i | i | i | i | i | i | 1 | i
CC(C)CN1C(=O)c2ccccc2C1(O)Cc1ccccc1 (stereo not given) | i | i | i | i | i | i | i | i | i | 8 | i
COc1ccccc1NC(=O)Cn1cncc1-c1ccc([N+](=O)[O-])cc1 | i | i | i | i | i | i | i | i | i | -3 | i
COC(=O)CSc1ncnc2c(C)csc12 | i | i | i | i | i | i | i | i | i | 2 | i
O=C(c1cccc(F)c1)N1CCN(c2cccc(C(F)(F)F)c2)CC1 | i | i | i | i | i | i | -6* | i | i | -8 | i
CCOC(=O)Cc1nnc(NC(=O)c2ccccc2OC)s1 | i | i | i | i | i | i | i | i | i | 2 | i
Cc1ccc(C)c(Cn2nc(-c3cc(C)ccc3C)ccc2=O)c1 | i | i | i | i | i | i | i | i | i | 34 | i
COc1ccc(CCNC(=O)NS(=O)(=O)c2ccc(C)cc2)cc1OC | i | i | i | i | i | i | i | i | i | -5 | i
CCOc1ccc(C(C)=O)cc1COc1ccc(C)nc1[N+](=O)[O-] | i | i | i | i | i | i | i | i | i | -6 | i

# Continued.
molecule | TRPC4 block | MrgX1 PAM | TRPC4 act | MrgX1 antag | ANO1 activ | TRPC4 PAM | TRPC6 inh | TMEM16A inh | TRPC6 activator | SKKanGAS inh | MrgX1 ag
Cc1ccc(C(=O)CC(=O)c2cc(Cl)ccc2O)cc1 | i | i | i | i | i | i | i | i | i | 126* | i
COc1ccc(-n2c(CSc3nc(C)cc(C)n3)nnc2SCC(=O)Nc2nccs2)cc1 | i | i | i | i | i | i | i | i | i | -1 | i
O=C(Nc1ccc(N2CCOCC2)nc1)c1ccc(F)cc1 | i | i | i | i | i | i | i | i | i | 6 | i
C#CCOCCOCCOCCNc1nc(N2CCN(C(=O)Cn3cc(CCO)nn3)CC2)nc(N2CCN(C(=O)[C@H](C(C)C)n3cc(CCO)nn3)CC2)n1 | i | i | i | i | i | i | i | i | i | -3 | i
C=CC(O)Cc1c(C)n[nH]c1C (stereo not given) | i | i | i | i | i | i | i | i | i | 2 | i
CCCC(C)NC(=O)COC(=O)c1ccc2c(c1)C(=O)N(Cc1ccco1)C2=O (stereo not given) | i | i | i | i | i | i | i | i | i | 0 | i
CCSC(=S)c1c(C)[nH]n(-c2ccccc2)c1=O | i | i | i | i | i | i | i | 100* | i | 57* | i
CN1CCc2c(sc(NC(=O)c3ccc4ccccc4c3)c2C(N)=O)C1 | i | i | i | i | i | i | i | i | i | 17 | 38*
COc1cccc(-c2coc3cc4oc(=O)c(CC(=O)O)c(C)c4cc23)c1 | i | i | i | i | i | i | i | i | i | 13 | i
COC(=O)c1ccccc1NC(=O)NCc1ccccc1 | i | i | i | i | i | i | i | i | i | -5 | i
CC(=O)Nc1ccc(C2=NN(Cc3nnc(-c4ccccc4)o3)C(=O)SC2)cc1 | i | i | i | i | i | i | i | i | i | -8 | i
NC(=O)NC(=O)COC(=O)c1cccc(NS(=O)(=O)/C=C/c2ccccc2)c1 | i | i | i | i | i | i | i | i | i | -2 | i
O=S(=O)(Cc1ccc(Cl)cc1)c1ccccc1-c1nnc(-c2ccc(Cl)cc2)o1 | i | i | i | i | i | i | i | i | i | 12 | i
COc1cccc(CNn2c(-c3cccc(C)c3)nc3ccccc3c2=O)c1 | i | i | i | i | i | i | i | i | i | 0 | i
CC1(C)C2CCC1(CS(=O)(=O)Nc1ccc(S(=O)(=O)NC3CCCCC3)cc1)C(=O)C2 (stereo not given) | i | i | i | i | i | i | i | i | i | -9 | i
O=C(O)C1CSC(c2ccco2)N1 (stereo not given) | i | i | i | i | i | i | i | i | i | -14 | i
Cc1ccc(Nc2nc(N)c([N+](=O)[O-])c(NCCO)n2)cc1C | i | i | i | i | i | i | i | i | i | -6 | i
COCCNC(=O)C(c1ccc(F)cc1)N(C(=O)CCC(=O)Nc1ccccn1)c1ccc(C)cc1 (stereo not given) | i | i | i | i | i | i | i | i | i | -5 | i
